High-throughput results from PubChem BioAssay.
Vif-APOBEC3F blk – inhibitors of Vif-A3F interaction. AID 602313. Potency, µM (doses to about 46.1 µM), without a hit: top-dose activity, negative = active. HeLa A3F-eYFP + Vif (tagged APOBEC3F with the HIV-1 protein that degrades it), YFP fluorescence increase. hit rate 0.2% among 390,000; also: potency is read from the fitted curve at half-maximal effect; % of control where 0% means no effect; nearly all actives have a fitted effect of over 65% in size
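Fluorescence increase (Ex 488/Em 500-530) after overnight compound treatment at 37 deg C flags inhibition of Vif-driven A3F-eYFP loss in stable HeLa A3F-eYFP/Vif cells seeded overnight beforehand.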
Glioma ERSR ind – ER stress response induction in glioma | U87-MG GRP78 promoter luciferase reporter, 16 h | Potency, µM, for inactives: at the top dose activation, actives largely listed as activators | hit rate 0.02% among 420,000; also: potency is read from the fitted curve at half-maximal effect; series mostly up to about 76 µM; % of control where 0% means no effect; nearly all actives have a fitted effect of over 35% in size
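Stably transfected U87-MG human glioma cells carrying a GRP78-based luminescent sensor were seeded at 1000 cells/well, pin-dosed with compounds and incubated 16 h. Luciferase reagent was then added, and end-point luminescence was read after 10 min at room temperature.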
RGS4 inh – human RGS4 inhibition | P49798 | Transcreener GDP fluorescence polarization, RGS4-accelerated GTP hydrolysis | Potency, µM (series often up to 114 µM), for inactives: at the top dose activity change, negative = inhibition, usual class: inhibitors | hit rate 0.039% among 390,000; also: potency is read from the fitted curve at half-maximal effect; % is scaled to controls: 0 for no effect and ±100 for the full control effect; nearly all actives have a fitted effect of over 75% in size; some results filed as inactive show a strong effect at the top dose
Target sequence (P49798 whole entry, looked up): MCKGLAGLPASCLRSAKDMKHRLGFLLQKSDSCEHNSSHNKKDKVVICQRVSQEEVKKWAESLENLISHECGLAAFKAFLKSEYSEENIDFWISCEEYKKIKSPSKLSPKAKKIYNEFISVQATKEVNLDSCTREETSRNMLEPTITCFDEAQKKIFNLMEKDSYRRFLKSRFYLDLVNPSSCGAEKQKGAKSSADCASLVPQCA
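MLSMR compounds (23 nl, pin-transferred) preincubated 10 min at room temperature with a 500nM (2x) first reagent, then RGS4 at 900nM (2x) plus Transcreener GDP mix added; fluorescence polarization (620/688 nm) read before and after 90 min at 30 °C.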
LDHA inh – LDHA (human) enzyme inhibition. purified LDHA, NADH/diaphorase-resazurin fluorescence; active compounds read low. hit rate 0.15% among 480,000. activity change, % (values are at about 110 or 230 µM). AID 1347041; in the data active = activity change below about -30%; inconclusive = mostly about -25% to -30%;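 also: plate controls were DMSO wells for no effect and wells without enzyme for full effect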
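LDH5 2 nM; NADH 0.06 mM, pyruvate 0.2 mM; 200 mM Tris pH 7.4, EDTA, Tween-20; 5 min RT. Detection: diaphorase 0.133 mg/mL + resazurin 37 µM, fluorescence ex540/em590 at 0 and 20 min; normalized to enzyme-free and DMSO wells.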
D2 antagonist – D2 dopamine receptor (human) antagonism. P14416. HEK293 TREx D2 cells, calcium flux, dopamine EC80. inhibition, % at 10 µM. AID 485344. hit rate 2% among 340,000; in the data active = inhibition above about 30%; also: 0% is about no effect
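HEK293 T-REx D2 cells, tet-induced, calcium dye no-wash. Cpd pintool add, 180 s kinetic, then EC80 DA, 180 s kinetic. Ca flux read.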
Vif-APOBEC3G blk – blocks the Vif interaction with human APOBEC3G. Q9HC16. HeLa A3G-eYFP + Vif (tagged APOBEC3G with the HIV-1 protein that degrades it), YFP fluorescence, overnight. Potency, µM (series often up to 46.1 µM), without a hit: at the highest dose activity, negative = active, hits mostly inhibitors. hit rate 0.076% among 410,000;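 also: potency is read from the fitted curve at half-maximal effect; % is scaled to controls: 0 for no effect and ±100 for the full control effect; nearly all actives have a fitted effect of over 60% in size; hits raise eYFP signal because A3G escapes Vif-driven loss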
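HeLa cells stably expressing Vif and C-terminally eYFP-tagged A3G, seeded overnight at 37 deg C, then exposed to compound by pintool overnight at 37 deg C. Rise in yellow fluorescence (Ex 488/Em 500-530, Acumen) marks blocked Vif-driven A3G degradation.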
D2 ag – D2 dopamine receptor (human) agonism | HEK293 T-REx D2 cells, calcium flux agonist mode | activation, % at 2 µM | hit rate 0.53% among 340,000 | AID 485358;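 active = activation over 3 SD above normal in the single-dose calcium agonist read, cut at about 30% in these data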; also: 0% is about no effect
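HEK293 Trex D2 cells, tetracycline-induced, o/n 30 C 5% CO2; no-wash Ca dye, RT 30–90 min; 10-cycle baseline, 23 nl cpd added, kinetic Ca read 180 s; agonist hits = positive Ca response.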
ALOX12 inh – ALOX12 (human) lipoxygenase inhibition; purified 12hLO, xylenol orange hydroperoxide absorbance; AID 1671190; P18054; hit rate 1.1% among 580,000; Potency, µM (series often up to 108 µM), inactives show at the highest dose activity change, negative = inhibition, hits mostly inhibitors; also: potency is read from the fitted curve at half-maximal effect; % is scaled to controls: 0 for no effect and ±100 for the full control effect
Target sequence (P18054 whole entry, looked up): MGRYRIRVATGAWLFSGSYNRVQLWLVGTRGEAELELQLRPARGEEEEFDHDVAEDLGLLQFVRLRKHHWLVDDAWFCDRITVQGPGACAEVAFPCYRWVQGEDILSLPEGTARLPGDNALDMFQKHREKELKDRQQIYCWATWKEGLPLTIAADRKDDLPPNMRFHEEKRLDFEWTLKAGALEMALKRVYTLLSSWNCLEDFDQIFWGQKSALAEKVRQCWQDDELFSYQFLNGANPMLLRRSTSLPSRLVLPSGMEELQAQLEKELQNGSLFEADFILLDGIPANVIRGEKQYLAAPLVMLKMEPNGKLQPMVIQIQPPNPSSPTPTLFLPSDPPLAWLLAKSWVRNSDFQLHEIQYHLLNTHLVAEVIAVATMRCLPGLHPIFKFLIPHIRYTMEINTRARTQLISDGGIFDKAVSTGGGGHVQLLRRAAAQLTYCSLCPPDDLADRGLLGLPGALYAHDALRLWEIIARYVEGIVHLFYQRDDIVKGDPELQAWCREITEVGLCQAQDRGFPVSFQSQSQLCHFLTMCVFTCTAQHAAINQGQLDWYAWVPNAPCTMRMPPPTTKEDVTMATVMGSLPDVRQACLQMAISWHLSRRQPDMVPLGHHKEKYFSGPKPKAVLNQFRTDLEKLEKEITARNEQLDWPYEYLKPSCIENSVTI
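Hydroperoxide product was detected by ferrous iron/xylenol orange as the 573 to 405 nm absorbance ratio. Arachidonic acid at 40 uM (final) was turned over for 30 min at room temperature by 150 nM human 12hLO, pH 7.0 Hepes buffer, after 15 min compound preincubation.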
ERG Ets-DNA blk – inhibitors of human ERG Ets domain-DNA interaction | P11308 | AID 624246 | fluorescence polarization, His-ERG Ets domain / labelled DNA | Potency, µM (highest dose often 76.9 µM), inactives show at the highest dose FP activity, negative = inhibition, most hits filed as inhibitors | hit rate 0.028% among 370,000; active = well fitted inhibition curve with a large enough effect in the polarisation, with a control signal flat; inconclusive = small, poorly fitted or top-dose-only effect, or effect the other way, or a change in a side signal; inactive = no such curve, though single readings can be large or run the other way; the % refers to the polarisation;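 also: polarization taken with two DNA probes labelled with fluorescein and Texas red; potency is read from the fitted curve at half-maximal effect; % of control where 0% means no effect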
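His-tagged ERG Ets domain (1 uM in the protein solution; 300mM KCl, 50mM Tris-HCl, 1mM EDTA, 1mM DTT, pH 7.5) received compound, then a probe mix of 5 nM fluorescein-DNA and 100nM Texas-615-DNA. Fluorescence polarization was read for both dyes.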
The depositor's hits bear a star; ? = inconclusive; / = no result given; [ ] = remark or other dose. Unless noted, calls follow the shape of the dose curve; as a rule, active = well fitted curve in the direction sought with a large enough effect; inconclusive = small, poorly fitted or top-dose-only effect, or another doubt; inactive = no such curve, though single readings can be large; an effect the other way counts as inactive or inconclusive. This is a subset. The share of hits here may be higher or lower than overall.

SMILES	Vif-APOBEC3F blk	Glioma ERSR ind	RGS4 inh	LDHA inh	D2 antagonist	Vif-APOBEC3G blk	D2 ag	ALOX12 inh	ERG Ets-DNA blk
COc1ccc(NC(=O)c2cccc(N3C(=O)c4ccc(C(=O)Nc5ccc(OC)c(O)c5)cc4C3=O)c2)cc1O	0.9%	-7.3%	-8.6%	-0.7	-27.7	-2.1%	0.7	/	0.4%
Cc1cc(S(=O)(=O)Nc2ccc(C(=O)NCC(c3ccco3)N(C)C)cc2)ccc1F (configuration not stated)	-7.5%	-4.6%	6.6%	1.5	-2.1	0.5%	0.5	-7.3%	6.7%
CC(C)c1ccc(NC(=O)Nc2cnccn2)cc1	1.3%	6.4%	4.5%	-5.1	1.7	?	0.1	-0.6%	-14.0%
COc1ccccc1CNC(=O)COC(=O)c1nc(Cl)ccc1Cl	-10.5%	-4.1%	6.3%	-1.4	/	-0.9%	/	-5.6%	10.9%
CCOc1ccc(OCCCC(=O)NCCc2ccc(OC)cc2)cc1	-5.4%	-3.4%	20.0%	-5.5	-4.6	-0.5%	-1.0	-1.0%	-0.4%
O=C(c1cc(Cl)ccc1O)N1CCN(S(=O)(=O)c2cccs2)CC1	4.1%	-0.6%	-27.1%	-3.6	-3.1	-0.9%	-0.1	11.3%	-8.4%
C[C@@H]1c2ccccc2N2C[C@H](Cc3ccc(C(=O)c4ccccc4)cc3)C[C@@H]12	5.0%	-2.1%	/	0.9	/	-2.7%	/	?	/
CC1(C)CC(=O)C=C(c2n[nH]nc2C2CC2)C1	10.1%	-5.1%	/	-1.2	/	-1.3%	/	-14.5%	/
Cc1cccc(NC(=O)CN2C(=O)N/C(=C/c3ccc(C)o3)C2=O)c1	-10.0%	-4.5%	?	17.4	4.7	-1.8%	-0.8	?	/
CCOc1ccc(-c2[nH]nc3c2C(c2ccc4c(c2)OCO4)C(C#N)=C(N)O3)cc1OC (configuration not stated)	-6.8%	0.2%	-8.7%	3.6	-1.2	-0.1%	-0.1	-5.9%	4.6%
Cc1cc(NC(=O)[C@H](C)NC(=O)c2ccco2)ccc1Br	-0.2%	1.4%	15.1%	-5.3	25.1	0.0%	0.1	62.5%[activator]	2.2%
CC1=NN(C(=O)c2ccccc2-n2cccc2)C(O)(C(F)(F)F)C1 (configuration not stated)	-6.5%	-3.4%	-3.0%	-6.5	2.0	1.3%	-0.3	-0.8%	0.0%
CC1=C(C(=O)OCC(Br)(Br)Br)C(c2cccc([N+](=O)[O-])c2)NC(=O)N1CCCC(=O)O (configuration not stated)	0.2%	-5.5%	-15.7%	-0.8	/	-11.1%	/	-15.1%	7.4%
CC(C)Cn1c(=O)[nH]c(=O)c2c(C(F)(F)F)cc(-c3ccccc3)nc21	-0.5%	-1.3%	1.0%	1.2	/	0.1%	/	-5.9%	10.1%
O=C(CNC(=O)c1cnccc1C(F)(F)F)c1cccc(Cl)c1	-6.4%	-1.5%	-20.0%	0.6	-1.1	-6.6%	0.5	149.7%[activator]	0.4%
O=C(Cc1ccc([N+](=O)[O-])cc1)NCC1CCCO1 (configuration not stated)	3.2%	0.3%	11.0%	-1.4	-5.7	1.6%	0.0	42.3%[activator]	-8.3%
COc1cccc(OC)c1C(=O)Nc1cccc(-c2nc3ccccc3[nH]2)c1	7.1%	2.3%	-11.1%	-6.2	-8.9	-3.9%	1.1	2.5%	-6.2%
Nc1c(C(=O)O)sc2nc(-c3ccc(F)cc3)cc(-c3ccccc3)c12	11.2µM*	-0.4%	?	-2.2	-10.9	-17.7%	-0.4	-26.0%	16.6%
O=C(N/N=C/c1c[nH]c2ccccc12)c1cc(-c2ccc(-c3ccccc3)cc2)n[nH]1	-8.2%	-4.8%	-27.3%	-5.5	-2.0	?	-0.1	?	-2.7%
COc1ccc(-c2nnc(NC(=O)C(C)C)o2)cc1	-3.4%	-0.8%	0.4%	3.0	6.5	0.8%	1.0	-5.5%[57.4 µM]	7.1%
CCOc1ccc(-c2cc(NC(=O)c3c(F)cccc3F)c(C(=O)O)s2)cc1	-0.3%	2.7%	-6.7%	-1.1	4.4	-2.6%	-0.6	?	-1.4%
Cc1cc(NC(=O)COc2ccccc2C(N)=O)no1	?	-3.0%	16.4%	-1.5	/	0.8%	/	3.6%	-10.4%
CN[C@H]1C[C@H]2c3cc(N4CCN(C)CC4)ccc3CCN2C(=O)[C@H]1[C@H](C)O	-15.5%	0.2%	/	1.4	/	0.6%	/	9.8%	/
COc1ccc(OC)c(NC(=O)c2cc(S(=O)(=O)NCc3ccco3)ccc2F)c1	-14.0%	-0.3%	1.8%	3.6	6.1	-0.8%	1.8	-6.8%	-1.3%
Cc1cc(F)cc(-c2cc(C(=O)NCc3ccccn3)[nH]n2)c1	/	0.7%	/	-5.0	/	-4.2%	/	0.3%	/
(cont.)
SMILES	Vif-APOBEC3F blk	Glioma ERSR ind	RGS4 inh	LDHA inh	D2 antagonist	Vif-APOBEC3G blk	D2 ag	ALOX12 inh	ERG Ets-DNA blk
CNC(=S)N(CCc1c(C)[nH]c2ccc(Cl)cc12)Cc1cc(OC)c(OC)c(OC)c1	4.0%	-3.7%	-31.1%	0.7	-18.9	-19.3%	-1.6	-23.4%	5.4%
O=C(C1=C[C@H](c2csc3ccccc23)C[C@H](OCc2ccc(CO)cc2)O1)N1CCN(Cc2ccccc2)CC1	0.7%	-2.6%	-9.2%	4.8	4.3	1.0%	0.5	-7.0%	10.5%
COc1cccc(C(=O)Nc2c3c(nn2-c2ccc(Cl)cc2)CS(=O)(=O)C3)c1	0.6%	-3.4%	7.2%	9.0	/	-0.6%	/	-19.1%	-1.4%
COc1cccc(C(=O)Nc2c3c(nc4c2CCC4)CCCC3)c1	-0.7%	-0.9%	24.4%	-2.7	-7.8	0.8%	-0.1	-16.9%	1.9%
S=C(NCCCN1CCOCC1)N(Cc1ccccc1)Cc1ccccc1	-24.0%	-1.4%	-7.6%	-3.0	-11.1	-0.7%	0.6	?	12.0%
Cc1c(NC(=S)NC(=O)c2ccco2)cccc1-c1nc2ncccc2o1	3.9%	-1.2%	?	-22.5	0.1	-0.4%	-0.6	-23.5%	3.3%
Cc1occc(=O)c1OCc1c(F)cccc1Cl	0.4%	-0.8%	?	-4.2	-0.3	-2.8%	1.3	5.5%	1.3%
Cc1nnc(N2CCCC(C(=O)NCc3ccc(OC(C)C)cc3)C2)c2nn(-c3ccccc3)c(C)c12 (configuration not stated)	-16.2%	-7.8%	-24.2%[56.9 µM]	-15.4	23.7	-17.8%	0.9	?	-2.8%
Cc1c(Cl)cccc1NC(=O)NCc1ccncc1	1.0%	-4.0%	-24.3%	-2.5	-15.7	0.9%	1.0	-0.4%	12.0%
Cc1cc(NC(=O)C2CCCN(S(=O)(=O)c3cccc4nsnc34)C2)ccc1Br (configuration not stated)	?	-3.0%	2.6%	1.7	/	-3.4%	0.9	-2.4%	-5.4%
C=CCNCC(=O)N1N=C(c2ccc3ccccc3c2)CC1c1ccc(OC)cc1 (configuration not stated)	1.9%	-5.0%	10.8%	-11.5	-11.7	?	2.5	?	5.3%
CC1CCC(C(C)C)C(OC(=O)COC(=O)c2ccc(N)cc2)C1 (configuration not stated)	-9.5%	-3.0%	19.7%	-17.4	-12.5	2.6%	0.1	-10.9%	0.1%
CN1CCN(C(=O)CN(Cc2ccccc2)S(C)(=O)=O)CC1	-9.4%	-3.6%	19.3%	-9.0	-0.6	-3.1%	0.3	2.8%	-1.8%
CCOc1ccc(NC(=O)/C(=C\c2ccc(OC(C)=O)c(OC)c2)NC(C)=O)cc1	-7.5%	-0.4%	-3.6%	-5.4	-3.8	3.9%	-0.9	-16.2%	-3.7%
CCOc1ccccc1-c1cc(C(=O)N/N=C/c2ccc3c(c2)OCO3)c2ccccc2n1	-0.4%	-1.7%	-14.5%	-0.2	-9.3	0.8%	0.0	?	9.2%
Cc1ccc(NC(=O)COc2ccc(/C=N\NC(=O)c3cccnc3)cc2)cc1C	1.9%	3.0%	?	-10.4	-17.3	4.3%	-0.5	/	2.3%
Cc1ccn2c(NCc3ccccc3)c(-c3cccs3)nc2c1	-1.1%	-1.9%	-19.6%	-0.7	-5.2	-8.9%	-1.7	?	-11.6%
Cc1ccc(C(=O)Nc2ccccc2C(=O)O)cc1S(=O)(=O)Nc1ccc(Br)cc1	14.4%	?	-12.8%	-9.5	/	-5.5%	/	81.6%	3.9%
O=C(O)c1cc([N+](=O)[O-])c(Sc2nc3ccccc3[nH]2)c([N+](=O)[O-])c1	-0.7%	-4.0%	-35.6%	-1.7	-7.9	-0.1%	-1.2	-25.4%	-0.5%
c1ccc(OCc2nc3ccccc3[nH]2)cc1	-2.7%	4.1%	5.2%	-5.0	22.4	2.4%	-0.8	-27.1%	8.6%
COc1ccc(CCNc2nc3ccc(Cl)cc3n3cnnc23)cc1OC	/	/	5.6%	-9.4	/	/	0.3	-11.8%	4.6%
C[C@H](NS(=O)(=O)c1ccc2c(c1)OCCCO2)C(=O)N1CCN(Cc2ccc(C#N)cc2)CC1	?	-2.8%	7.2%	-6.5	5.2	-4.1%	0.1	339.8%[activator]	/
COc1ccc(Cl)cc1NC(=O)CCCN1C(=O)C(c2ccccc2)Oc2cccnc21 (configuration not stated)	-6.0%	-3.1%	-2.7%	4.8	/	-0.7%	0.2	-23.0%	4.4%
